BoNT A protease: inhibitors of Botulinum neurotoxin A light chain protease. multiplex microsphere protease substrate cleavage, flow cytometry. inhibition, % at 10 µM. actives 0.17% (n = 360,000). AID 588499; note: plate controls were buffer without enzyme for full effect and enzyme alone for no effect
GDH-TPI inh: GDH-TPI coupled enzyme inhibition counter-screen; inhibition, % at 4.8 µM; GDH-TPI coupled enzyme counterscreen, NADH absorbance; actives 1.2% (n = 360,000); in the data active = inhibition above about 30%;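 note: 0% = DMSO wells and 100% = wells lacking the enzyme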
PfHsp40 yeast: rescue of PfHsp40-mediated yeast toxicity. growth rescue, % at 12.5 µM. S. cerevisiae expressing PfHsp40, growth rescue, ATP luminescence. actives 0.68% (n = 340,000); in the data active = growth rescue above about 28%, passing the limit was not always enough; inconclusive = no clear call, values can overlap the other calls;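 note: yeast W303a lacking pdr1 and pdr3 grown in galactose medium; growth measured after three days at 30 °C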
Anthrax LF inh2: inhibitors of Bacillus anthracis lethal factor protease. actives 0.12% (n = 360,000). inhibition, % at 10 µM. multiplex microsphere protease cleavage assay, LF. P15917; note: plate controls were buffer without enzyme for full effect and enzyme alone for no effect
Target sequence (P15917 whole entry, looked up): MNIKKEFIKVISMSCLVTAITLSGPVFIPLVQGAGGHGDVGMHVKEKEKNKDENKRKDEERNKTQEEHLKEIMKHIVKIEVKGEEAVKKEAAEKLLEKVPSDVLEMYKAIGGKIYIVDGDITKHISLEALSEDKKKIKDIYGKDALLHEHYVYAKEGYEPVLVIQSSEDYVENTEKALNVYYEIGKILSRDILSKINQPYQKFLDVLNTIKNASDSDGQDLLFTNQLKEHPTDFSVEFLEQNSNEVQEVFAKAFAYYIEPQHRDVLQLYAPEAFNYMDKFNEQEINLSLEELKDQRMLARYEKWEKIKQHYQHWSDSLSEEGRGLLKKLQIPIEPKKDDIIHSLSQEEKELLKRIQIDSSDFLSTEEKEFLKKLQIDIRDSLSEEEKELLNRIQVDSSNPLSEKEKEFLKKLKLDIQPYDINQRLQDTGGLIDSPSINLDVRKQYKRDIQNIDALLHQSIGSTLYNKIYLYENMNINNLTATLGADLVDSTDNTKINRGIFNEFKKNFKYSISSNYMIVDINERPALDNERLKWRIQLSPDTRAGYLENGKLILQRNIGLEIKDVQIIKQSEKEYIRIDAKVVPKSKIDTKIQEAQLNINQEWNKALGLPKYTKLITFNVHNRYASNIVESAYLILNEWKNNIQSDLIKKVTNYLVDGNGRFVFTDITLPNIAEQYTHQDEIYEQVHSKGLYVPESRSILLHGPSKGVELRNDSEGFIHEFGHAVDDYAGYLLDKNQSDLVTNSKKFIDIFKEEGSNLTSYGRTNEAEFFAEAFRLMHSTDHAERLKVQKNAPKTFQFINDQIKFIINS
UGM FP inh: Mtb UDP-galactopyranose mutase inhibition; P9WIQ1; purified UGM, fluorescence polarization probe displacement; inhibition, % at 10 µM; actives 0.06% (n = 320,000); AID 504406; in the data active = inhibition above about 10%, passing the limit was not always enough; inconclusive = no clear call, values can overlap the other calls
BioA inh: inhibitors of Mycobacterium tuberculosis BioA enzyme. purified M. tuberculosis BioA enzyme, plate reader. inhibition, % at 9.99 µM. actives 0.096% (n = 360,000). AID 602481; in the data active = inhibition above about 40%; inconclusive = no clear call, values can overlap the other calls
FadD28 binding: M. tuberculosis FadD28 bisubstrate binding inhibition | FadD28 bisubstrate probe binding, fluorescence polarization | actives 0.22% (n = 360,000) | inhibition, % at 12.5 µM; in the data active = inhibition above about 8.5%, passing the limit was not always enough; inconclusive = no clear call, values can overlap the other calls
BoNT-F LC inh: blocks Botulinum neurotoxin F light chain protease; AID 588497; inhibition, % at 10 µM; actives 0.22% (n = 360,000); Multiplex microsphere protease cleavage assay, flow cytometry; in the data active = inhibition above about 35%, passing the limit was not always enough; inconclusive = no clear call, values can overlap the other calls; note: plate controls were buffer without enzyme for full effect and enzyme alone for no effect
FBA Mtb inh: inhibitors of M. tuberculosis fructose-bisphosphate aldolase; inhibition, % at 1 µM; P9WQA3; purified M. tuberculosis FBA, fluorescence read-out; actives 2.3% (n = 360,000); AID 588726; in the data active = inhibition above about 27%;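 note: 0% = vehicle and 100% = reference inhibitor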
Target sequence (P9WQA3 whole entry, looked up): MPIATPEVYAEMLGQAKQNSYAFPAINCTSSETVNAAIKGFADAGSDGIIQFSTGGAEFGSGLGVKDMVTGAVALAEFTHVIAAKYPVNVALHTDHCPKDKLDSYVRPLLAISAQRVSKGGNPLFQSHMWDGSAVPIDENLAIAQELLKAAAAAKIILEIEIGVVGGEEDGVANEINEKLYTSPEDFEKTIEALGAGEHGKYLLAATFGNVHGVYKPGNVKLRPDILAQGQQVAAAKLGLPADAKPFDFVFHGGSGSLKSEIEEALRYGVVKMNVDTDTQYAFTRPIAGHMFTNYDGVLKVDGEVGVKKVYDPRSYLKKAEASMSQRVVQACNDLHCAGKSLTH
The depositor's hits bear a star; i = inactive; ? = inconclusive; . = no result given. Cut-off read from the data, not from the text of the source, unless noted: active = inhibition above about 30%; inconclusive = no clear call, values can overlap the other calls; inactive = below that. An unsorted share of the library; 4.7% or so of the library scored in one or more.

Values in the order: PfHsp40 yeast, UGM FP inh, GDH-TPI inh, FadD28 binding, Anthrax LF inh2, BioA inh, BoNT A protease, BoNT-F LC inh, FBA Mtb inh
COc1ccc(C(=O)Nc2ncccc2C)cc1S(=O)(=O)N1CCOCC1
  0.3, 0.1, 2, -3.9, ., ., ., ., -1
O=c1[nH]c2nc(Br)[nH]c(=O)c2[nH]1
  -0.7, ., 7, -0.7, 6, -1.6, -0.5, -5, -1
O=C(N/N=C/c1cccnc1)c1cc2ccccc2o1
  0.9, -1.1, 31*, -4.5, -1, 4.2, 0.8, 4, 5
CCOC(=O)CN1C(=O)NC2(CCCc3ccccc32)C1=O (stereo unspecified)
  -0.7, 0.3, -4, -0.3, -4, -0.5, -0.9, 17, 1
CC(=O)Nc1ccccc1-c1ccc(C)o1
  -0.7, -2.1, 12, -2.0, -4, -1.1, -0.2, -15, 10
Cc1cccc(C)c1NC(=S)NCc1ccncc1
  0.1, 0.1, -1, -4.0, 1, ., 0.1, 4, -6
O=C(c1ccccc1Cl)N1CCNCC1
  0.4, -2.4, 0, -4.8, -2, ., -0.4, 1, -1
COc1ccc(O)c(C2=Nc3ccccc3N=C(c3cccs3)C2)c1
  -1.2, 0.3, 3, -2.8, -2, ., 0.5, -6, 0
O=C(O)CC(NC(=O)C1c2ccccc2Oc2ccccc21)c1ccc(OC2CCCC2)cc1 (stereo unspecified)
  0.2, 5.6, 1, -2.9, -8, ., 0.6, -6, 3
COc1cc(NC(=O)COc2cccc(OC)c2)cc(OC)c1
  0.6, 0.4, 4, -1.5, 1, 0.8, 1.1, -2, 4
CCOC(=O)N1CCN(S(=O)(=O)c2ccc(C(=O)Nc3sc4c(c3C(=O)OC)CCN(C)C4)cc2)CC1
  -0.5, 0.9, 6, -2.0, -2, -15, 1.1, 10, 0
COc1ccc(-c2c(C#N)c(N)nc3c2CCC3)cc1
  -0.4, -1.7, 2, -5.1, -3, ., -0.5, -4, 53*
O=C(O)C1C2C=CC(O2)C1C(=O)NCc1ccc2c(c1)OCO2 (stereo unspecified)
  0.1, -2.2, -6, -4.9, -3, ., 2.1, 20, -2
CCc1ccc(C(=O)NNC(=O)c2cccc(N3C(=O)CCC3=O)c2)cc1
  -0.5, -2.0, -4, -2.2, ., ., ., ., -5
CC(C)(CNCC(O)c1ccccc1)N1CCOCC1 (stereo unspecified)
  -1.1, -0.1, 8, -1.4, 0, -1.1, 0.5, -10, 4
Cc1cccc(N(CC(=O)NCC2CCCO2)C(=O)CNS(=O)(=O)c2ccc(Cl)cc2)c1 (stereo unspecified)
  1.8, 0.5, -7, ., 1, 1.4, 0.2, -5, 0
c1ccc(CNc2cnccn2)cc1
  2.8, 0.7, 14, -2.7, -4, 3.0, -0.5, -1, 69*
COc1cccc(-c2nc(CS(=O)(=O)CC(=O)NCc3ccccc3OC)c(C)o2)c1
  1.3, 5.1, 9, 0.7, -16, -0.2, -0.1, -7, 1
CC(=O)c1ccc(N2CCN(C(=O)/C=C/c3cccs3)CC2)cc1
  -0.8, -0.1, 21, -0.8, 8, ., -0.3, 2, -5
COc1cc2c(cc1OC)C(COc1ccc3c(C)cc(=O)oc3c1)N(C(=O)c1ccco1)CC2 (stereo unspecified)
  -0.2, -0.6, -6, -3.9, -6, -1.2, -1.0, 0, -3
Cc1cccc(NC(=O)CNC(=O)C23CC4CC(CC(Cl)(C4)C2)C3)n1
  1.5, -1.2, 4, -2.2, 0, ., -0.6, ?, 3
CSc1ccc(CN(C)Cc2nc3ccccc3c(=O)[nH]2)cc1
  0.2, 0.2, 2, -0.9, -4, ., 0.2, -2, -1
CCn1cc(C(=O)N2CCN(Cc3ccc4c(c3)OCO4)CC2)c2cc(OC)c(OC)cc2c1=O
  0.2, -2.0, -4, -1.4, -1, ., -0.5, 0, -1
Cc1oc(-c2cccs2)[n+]([O-])c1C
  0.0, 2.0, 12, 1.7, -3, -3.6, -1.1, -19, 2
O=C(c1cnc2ccc3ccccc3c2c1)c1cc(F)ccc1O
  84*, 1.6, 11, -0.8, -9, ., -0.2, -13, 1
CCCc1cc(=O)[nH]c2nnc(SCC(=O)NC3CCCC3)n12
  -1.0, 0.2, -6, -3.4, -4, ., -0.8, 5, 3
CCn1c(=N)n(CC(=O)c2ccco2)c2ccccc21
  1.2, -2.2, 2, 3.4, -260, -1.7, ?, i, 0
Cc1ccccc1N=C1NC(=O)CC(c2ccccc2)S1 (stereo unspecified)
  -0.8, 1.7, -3, -4.6, -2, 0.9, 0.0, -4, -3
CC1=Nc2cc(C(=O)NCCN3CCOCC3)ccc2Sc2c(C)ccc(C)c21
  -0.5, -1.6, 2, -1.1, 1, 0.3, -2.0, 2, -4
CCN(CC(=O)Nc1ccccc1C(F)(F)F)C(=O)C1CC(=O)N(Cc2ccccc2)C1 (stereo unspecified)
  0.3, 2.7, 1, -3.5, -2, -2.4, -2.1, 7, -3
Cc1ccc(NC(=O)CSc2n[nH]c(C)c2[N+](=O)[O-])cc1
  0.2, 3.3, 6, -0.8, 0, ., 1.3, 17, 1
COc1ccc(NC(=O)CSc2nc3c(c(=O)n2-c2ccccc2)SCC3)c(OC)c1
  0.6, 0.5, 13, -0.3, -5, -2.4, 0.5, 0, -3
COc1cc(/C=N\Nc2ccc([N+](=O)[O-])cc2)ccc1OCC(=O)Nc1ccc(C)c(C)c1
  0.1, ., 0, -0.3, 3, 0.5, 1.7, 4, -2
CN(c1ccccc1)S(=O)(=O)c1cccc(C(=O)NCc2ccccc2)c1
  1.7, 0.7, 9, -1.5, -3, 0.6, -0.6, -4, -1
O=C(Nc1ccc(OC(=O)c2cccs2)cc1)c1ccco1
  -0.5, -3.0, 5, 1.2, -3, -0.2, 0.6, 6, -1
CC(C)(O)C#Cc1cccc(-c2nc(C(=O)NCCCN3CCOCC3)cc3c2[C@H](CCO)N(S(=O)C(C)(C)C)C3)c1 (stereo partly specified)
  ., ., ., -2.4, -12, -1.0, -0.1, -3, 0
NC(N)=N/N=C/c1ccc(N(c2ccccc2)c2ccccc2)cc1
  105*, -0.2, 8, 1.0, -8, -1.8, 2.8, ?, 104*
O=C(N/N=C/c1ccccc1C(=O)O)c1cccc(S(=O)(=O)Nc2cc(Cl)ccc2Cl)c1
  1.6, 9.7, 8, -2.0, 5, -0.3, 1.5, 1, 1
O=C1C2CCCN2C(c2ccncc2)N1c1ccc(Cl)c(Cl)c1 (stereo unspecified)
  1.8, -0.6, -3, -1.9, 2, 1.3, -0.2, -9, 0
CSc1ccccc1-c1nnc(-c2ccc(Cl)cc2Cl)o1
  -0.3, 3.3, -4, -0.8, 0, ., 0.7, 3, 5
Cc1ccc(/C(O)=C2/C(=O)C(=O)OC2c2ccc(Cl)cc2)cc1 (stereo unspecified)
  0.1, -1.8, 19, -0.3, 2, 1.6, 0.8, -2, -1
O=c1cc(CN2CCN(c3ccc(Cl)c(Cl)c3)CC2)c2c(ccc3ccccc32)o1
  ., ., ., 0.2, 4, 1.3, 0.7, -1, 4
CCCn1c(COc2ccc(C(=O)O)cc2)nc2ccccc21
  0.8, 0.2, 4, -4.2, -8, -0.9, 0.0, -40, 0
Cc1noc(C)c1-c1ccc(C(=O)NCc2ccncc2)c2occc12
  ., ., -12, -2.1, 4, 2.0, 0.0, 1, 2
O=c1c2ccccc2nc(-c2ccco2)n1-c1ccncc1
  0.2, -1.8, 25, -4.2, -3, 1.6, 0.1, -8, -1

In the list so far, 4 have an NH in an aromatic ring:
Values in the order: PfHsp40 yeast, UGM FP inh, GDH-TPI inh, FadD28 binding, Anthrax LF inh2, BioA inh, BoNT A protease, BoNT-F LC inh, FBA Mtb inh
O=c1[nH]c2nc(Br)[nH]c(=O)c2[nH]1
  -0.7, ., 7, -0.7, 6, -1.6, -0.5, -5, -1
CSc1ccc(CN(C)Cc2nc3ccccc3c(=O)[nH]2)cc1
  0.2, 0.2, 2, -0.9, -4, ., 0.2, -2, -1
CCCc1cc(=O)[nH]c2nnc(SCC(=O)NC3CCCC3)n12
  -1.0, 0.2, -6, -3.4, -4, ., -0.8, 5, 3
Cc1ccc(NC(=O)CSc2n[nH]c(C)c2[N+](=O)[O-])cc1
  0.2, 3.3, 6, -0.8, 0, ., 1.3, 17, 1

The list goes on.
Values in the order: PfHsp40 yeast, UGM FP inh, GDH-TPI inh, FadD28 binding, Anthrax LF inh2, BioA inh, BoNT A protease, BoNT-F LC inh, FBA Mtb inh
CCOC(=O)C1CCN(CCC(=O)Nc2ccc(C)cc2)CC1
  -1.7, -2.0, -5, -1.9, -6, 2.2, -0.7, -3, -2
C=CCOc1cccc(C2/C(=C(/O)c3ccccc3)C(=O)C(=O)N2CCN2CCOCC2)c1 (stereo unspecified)
  -0.5, -1.4, 10, -4.2, -5, ., 0.0, 6, 0
COc1ccc(CNC(=O)c2ccc3c(=O)n4c(nc3c2)CCCCC4)cc1OC
  -1.2, ., -5, -1.7, -1, 0.4, 2.9, 6, -1
CNc1nnc(SCC(=O)c2cc(C)n(C3CC3)c2C)s1
  0.1, -1.5, 9, -2.2, 8, 1.3, 1.3, -2, -1
Cc1c(NC(=O)C(C)c2ccc(CC(C)C)cc2)c(=O)n(-c2ccccc2)n1C (stereo unspecified)
  0.5, -1.8, 5, -1.4, -2, ., -1.5, -3, 3
COc1ccc(CNC(=O)COC(=O)C2=COCCO2)cc1
  0.2, 1.8, -3, -3.1, -3, -3.5, -0.7, ?, 4
Cc1cccc(NC(=O)Cn2c(=O)oc3ccccc32)n1
  1.2, -2.2, 4, 20*, 2, 1.8, -0.2, -6, 2
O=C(c1ccc(S(=O)(=O)N2CCCCC2)cc1)N1CCN=C1SCc1cccnc1
  -0.8, ., 3, -0.3, -6, -1.0, 0.5, -12, 3
O=C(Nc1cccc(-n2cnnn2)c1)C1CCCN(Cc2cccc(C(F)(F)F)c2)C1 (stereo unspecified)
  -0.7, -0.1, 9, -2.1, -4, -3.3, 0.9, 5, 2
Cc1cccc(NC2=NCC(=O)N2Cc2cccs2)c1
  1.8, -0.9, 7, -2.9, 0, ., -0.6, 4, -1
Cc1cc(C)c2c(N)c(S(=O)(=O)c3ccccc3)sc2n1
  -0.2, 1.4, 1, -4.1, -2, -0.1, 0.3, 21, 4
O=C(NCc1ccncc1)Nc1cccc(Cl)c1
  0.0, 0.9, -6, -1.1, -4, 2.0, -1.2, -6, -6
Cc1ccccc1-n1c(-c2ccc3ccccc3n2)n[nH]c1=S
  -0.6, -1.3, 22, 1.1, -5, -1.5, 1.3, -6, 1
NC(=O)CCCc1nc(-c2ccccc2Cl)no1
  0.2, 4.1, 12, 0.4, -2, 0.0, 0.1, 2, 1
O=[N+]([O-])c1ncn(C23CC4CC(CC(C4)C2)C3)n1
  -0.5, 0.8, 0, -1.4, -8, ., -2.8, ?, -4
O=C(Nc1ccccc1)N(Cc1ccc2c(c1)OCO2)Cc1nc2ccccc2c(=O)[nH]1
  0.6, -0.6, 2, -4.2, -6, -2.7, -0.3, ?, 3
O=C(NCCCN1CCCC1=O)c1sc2ccccc2c1Cl
  0.2, -3.8, -6, -3.7, 2, 3.1, 2.4, 2, 2
O=C(O)c1cccc(CSc2nc(-c3ccc(Cl)cc3)cc(C(F)(F)F)n2)c1
  0.1, -2.2, -3, -18, -1, 3.9, -0.2, -5, 0
O=C(CN1CCOCC1)Nc1c2c(nc3ccccc13)N(Cc1ccccc1)CC2
  0.9, 3.8, 8, -2.6, 0, 2.0, 0.0, 7, 44*
Cc1cccn2c(=O)c3cc(C(=O)NCCN4CCOCC4)c(=N)n(Cc4ccc(F)cc4)c3nc12
  0.5, 2.0, 7, -3.1, ., 23, ., ., 156*
COc1cccc(C(=O)NCCS(=O)(=O)NCCCc2ccccc2)c1
  1.3, 4.1, -3, -0.7, 1, -0.9, -1.3, ?, 0
O=C(COc1coc(CN2CCN(c3ccccc3)CC2)cc1=O)NC1CCCC1
  -0.3, 0.6, 6, -2.3, 5, -0.1, -1.8, -4, -2
O=C(NCc1cccnc1)c1ccccc1NS(=O)(=O)c1ccc(F)cc1F
  -0.6, ., 4, -0.4, -2, -3.6, 0.6, -4, 1
CC(C)CNC(=O)C1(C)CCCN1C(=O)c1cc2ccccc2s1 (stereo unspecified)
  ., ., -2, -2.0, -7, 0.2, -0.4, -1, -1
O=C(COc1ccccc1)NCCSCc1ccc(Cl)cc1
  0.9, 0.9, 9, 0.2, 0, ., 0.3, 0, 0

Assay outcomes from PubChem.
